Bioassay records as filed in PubChem.
Tat transport: E. coli Tat export inhibitors, primary screen, MC4100, TorA-mCherry reporter, fluorescence, single point. inhibition, % at 10 µM. 340,000 compounds, 0.036% hits;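 active means mean replicate inhibition at least 50% and at least half of replicates individually reaching 50%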;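 further: exported cargo escapes ClpAP degradation while cytoplasmic cargo is degraded and loses fluorescence; 0% = median of neutral control wells and 100% = median of NaSCN control wells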
Arrestin-AP2 inh: inhibitors of beta-arrestin/AP2 binding, primary screen, biochemical, GPCR trafficking, flow cytometry. FITC-arrestin peptide / GST-AP2 beads; AP2 beta2 appendage carries R879A mutation. 340,000 compounds, 0.31% hits. AID 504490, 2011. beta-arrestin 1 C-terminal peptide binding to AP2 beta2-adaptin appendage (human). inhibition, % at 10 µM;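 active means inhibition above a set limit, near 3 SD of compounds lacking own fluorescence, cut at about 54% in these data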;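 further: plate controls were DMSO wells for no effect and 5 µM unlabelled arrestin peptide for full effect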
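system = GST-tagged AP2 beta2-adaptin appendage (R879A) on 4 µm glutathione beads | reagent = FITC-labelled arrestin peptide probe, 50 nM final | schedule = compound with beads 12 min RT, then probe 1 h RT | signal = HyperCyt-sampled flow cytometry, FL1 channel, ex 488/em 535 nm | read-out = percent response from loss of bead-bound FITC fluorescence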
OPRM1-OPRD1 ag: agonists of OPRM1-OPRD1 heterodimerization, primary screen, cell-based, luminescence. AID 504326, 2011. cells. Mu-type opioid receptor (Homo sapiens) + Delta-type opioid receptor (Homo sapiens), …. activation, % at 9.3 µM. 340,000 compounds, 0.3% hits; in the data active means activation above about 18%;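 further: 0% = vehicle-treated cells and 100% = reference agonist; values of inactives mirror those of a sister screen read the other way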
Target sequence (P35372 whole entry, looked up): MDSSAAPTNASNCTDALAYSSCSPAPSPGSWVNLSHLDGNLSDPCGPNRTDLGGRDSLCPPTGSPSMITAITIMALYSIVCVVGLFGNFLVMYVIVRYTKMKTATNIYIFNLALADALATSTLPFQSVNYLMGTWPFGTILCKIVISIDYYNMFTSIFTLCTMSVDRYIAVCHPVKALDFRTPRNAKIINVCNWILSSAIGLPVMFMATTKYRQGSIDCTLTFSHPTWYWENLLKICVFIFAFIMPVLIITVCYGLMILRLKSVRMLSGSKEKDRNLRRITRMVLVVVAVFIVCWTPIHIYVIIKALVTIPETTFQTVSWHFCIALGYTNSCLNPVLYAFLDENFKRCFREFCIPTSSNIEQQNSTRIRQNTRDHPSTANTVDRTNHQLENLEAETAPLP
Target sequence (P41143 whole entry, looked up): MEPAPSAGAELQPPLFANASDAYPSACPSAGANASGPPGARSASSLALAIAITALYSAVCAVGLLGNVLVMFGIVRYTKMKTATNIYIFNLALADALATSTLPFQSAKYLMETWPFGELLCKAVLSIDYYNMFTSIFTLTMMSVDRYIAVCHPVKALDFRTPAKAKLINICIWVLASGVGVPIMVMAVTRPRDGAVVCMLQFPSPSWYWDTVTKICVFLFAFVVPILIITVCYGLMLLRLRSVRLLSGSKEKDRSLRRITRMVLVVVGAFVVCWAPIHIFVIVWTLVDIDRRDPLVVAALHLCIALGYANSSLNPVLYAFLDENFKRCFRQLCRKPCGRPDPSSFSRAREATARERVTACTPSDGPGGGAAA
PKA-R1A act: activators of PKA-R1A holoenzyme, primary screen, biochemical, fluorescence polarization, Cy5-IP20, bovine R1A, mouse PKAc; activation, % at 11.4 µM; 340,000 compounds, 0.083% hits; PKA-R1A dissociation; scaled: DMSO 0%, 113 µM cGMP 100%; cAMP-dependent protein kinase type I-alpha regulatory subunit (Bos taurus) + …;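 active means percent activation above the mean of all tested compounds plus 3 SD, cut at about 19% in these data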;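 further: higher means more PKAc released from R1A so a rise in polarization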
phage Ecoli inh: growth loss of phage-infected E. coli, primary screen, RecBCD inhibitor project, absorbance, with phage, HTS; inhibition, % at 11.9 µM; 360,000 compounds, 0.26% hits; AID 651602, 2012; in the data active means inhibition above about 11%
AddAB inh: growth inhibition of E. coli expressing H. pylori AddAB, primary screen, AddAB inhibitor project, absorbance. AID 435030, 2010. 330,000 compounds, 0.29% hits. inhibition, % at 11.9 µM; in the data active means inhibition above about 12%;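 further: 0% = vehicle wells of infected cells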
PfHsp90 set2: growth inhibition of PfHsp90-expressing yeast, primary screen, antimalarial PfHsp90 inhibitor project, S. cerevisiae, BacTiter-Glo luminescence, single point, set 2 | inhibition, % at 9.4 µM | BacTiter-Glo ATP, 48 h; yeast lacking PDR1 and PDR3 efflux regulators | 310,000 compounds, 0.32% hits;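 active means every replicate shows inhibition above about 80%, whatever the replicate mean, limit read from the data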;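 further: 0% = DMSO neutral controls and 100% = 20 µM radicicol positive controls; yeast relying on Plasmodium falciparum Hsp90 in place of its own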
E coli growth: E. coli V3065 growth inhibition, primary screen, counter-screen for AddAB inhibitor project, absorbance, OD600; 18 h; inhibition, % at 11.9 µM; 330,000 compounds, 0.27% hits;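 active means inhibition above the campaign's mean inhibition across all tested compounds plus 3 SD, cut at about 9.9% in these data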;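 further: uninfected addAB+ strain grown without phage in ampicillin broth; 0% = DMSO wells and 100% = ciprofloxacin 0.95 µg/ml wells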
OPRM1-OPRD1 inv: inverse agonists of MOR-DOR heterodimerization, primary screen, cell-based, luminescence. inhibition, % at 9.3 µM. 340,000 compounds, 0.21% hits. cell-based MOR-DOR heterodimer luminescence, inverse agonism. AID 504357, 2011; in the data active means inhibition above about 22%, passing the limit was not always enough;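 further: 0% = cells with DMSO and 100% = wells without cells with DMSO; values of inactives mirror those of a sister screen read the other way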
SUMO Mot1 rescue: yeast Mot1-301 growth rescue at high temperature, primary screen, SUMOylation pathway inhibitor project, S. cerevisiae, ATP luminescence, 38.5C; S. cerevisiae Mot1-301 growth rescue; percent above DMSO median, 100 means doubled; growth rescue, % at 18.8 µM; 320,000 compounds, 1% hits; AID 2716, 2010;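 active means every valid replicate shows activation above 250% relative to neutral control wells; inactive means the rest, any valid replicate at or below 250%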;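 further: OY570 slx delta 5 strain wells were the positive control but not used for scaling; some compounds called inactive have numbers as strong as hits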
DSG3 Ab inh: inhibitors of pemphigus antibody binding to DSG3, primary screen, biochemical, bead-based, flow cytometry, scFv-GFP; 310,000 compounds, 0.48% hits; binding (percent of control), % at 10 µM; Desmoglein-3 (Homo sapiens), P32926; AID 588358, 2011; DSG3-coupled beads, scFv-anti-DSG3-GFP binding; stronger effect = lower value;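 active means binding more than 3 SD below its plate's average and above zero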; further: some compounds called inactive have numbers as strong as hits
* hit, by the source's call; . = no result given. These rows are one share of the data; count on the stated rates, not on these rows.

SMILES	Tat transport	Arrestin-AP2 inh	OPRM1-OPRD1 ag	PKA-R1A act	phage Ecoli inh	AddAB inh	PfHsp90 set2	E coli growth	OPRM1-OPRD1 inv	SUMO Mot1 rescue	DSG3 Ab inh
COc1ccc(NC(=O)c2cn(CCC#N)nc2-c2ccc([N+](=O)[O-])cc2)cc1	8	0	-3.3	1	2.9	-0.7	11	-0.1	15	-14	72
COc1cc2c(cc1OC)-c1c(OC)c(OC)cc3c1[C@H](C2)[N+](C)(C)CC3	14	26	-1.4	-5	3.7	0.4	0	-2.4	7	-11	102
C=CCn1c(O)c(C(CC)=Nc2ccc(C(=O)O)cc2)c(=O)[nH]c1=O	-2	-5	-1.2	0	-0.1	2.5	-32	-0.2	6	-13	98
CN1Cc2cccnc2N(C)Cc2cc(Cl)ccc21	-7	-4	1.9	-1	6.4	2.0	3	0.0	-10	-26	99
CCOC(=O)C1(c2ccccc2)CCN(Cc2cccc(C(=O)O)c2)CC1	-10	10	7.2	9	-1.9	-2.0	3	-1.4	-41	-8	105
OCC1CN1C1CCCCC1 (stereo unspecified)	2	18	-3.8	8	0.7	.	10	.	19	.	90
CC1CCCCN1C(=O)Cn1cc(C=C2C(=O)N(C)C(=O)N(C)C2=O)c2ccccc21 (stereo unspecified)	4	-7	-2.7	-12	-0.7	-2.1	11	-0.1	14	186	103
Clc1ccc(CCNCc2ccncc2)c(Cl)c1	-5	-7	-1.9	-5	4.0	-1.2	-18	0.0	9	9	94
CCCCCCn1c(O)c(C(C)=NC)c(=O)[nH]c1=O	1	17	-0.2	-7	1.9	0.4	11	0.2	1	-9	113
CC(=NNC(=S)N1CC2CCC(CC2)C1)c1nccs1	4	28	-7.0	1	1.7	.	121*	.	36	.	88
COc1ccc(NP(=O)(Nc2ccc(OC)cc2)Oc2ccccc2)cc1	-2	-9	0.0	4	2.6	3.1	2	0.0	0	-22	102
Cc1cc(C)nc(NS(=O)(=O)c2ccc(N=Cc3c(O)n(C)c(=O)n(C)c3=O)cc2)n1	3	-2	.	.	2.9	4.7	9	3.3	.	1	109
COC(=NC1CCCCC1)C(O)c1c[nH]c2ccccc12 (stereo unspecified)	-14	-3	-0.4	8	2.3	2.4	.	0.8	2	2	92
c1ccc(C(OCCN2CCNCC2)c2ccccc2)cc1	7	-2	-1.0	-4	-0.9	-1.1	16	-2.6	6	-25	94
O=C(O)Cn1cc(C=C2C(=O)NC(=O)NC2=O)c2ccccc21	-2	5	-1.2	-5	-2.1	-0.2	-9	0.7	6	36	107
CCOC(=O)[C@]12Cc3cc(N(C)C)ccc3[C@H]1N(Cc1ccccc1)C(=O)c1ccccc12	5	-6	-1.9	-13	0.2	.	9	.	11	.	98
C1CCC2CCCCC2C1 (stereo unspecified)	-9	14	-1.8	3	1.7	3.4	-12	-0.3	10	-1	98
C=CC1CN2CCC1CC2C(O)c1ccnc2ccccc12 (stereo unspecified)	5	4	-2.2	-2	-1.5	.	-13	.	11	.	99
COC(=O)c1c(C)n(Cc2ccc3c(c2)OCO3)c2ccc(O)cc12	-4	29	1.8	-6	-0.2	-0.7	-5	1.2	-10	696*	80
CC(N)Cc1c[nH]c2ccc(Cl)cc12 (stereo unspecified)	4	24	-2.2	0	1.8	3.0	3	0.3	12	6	99
Cc1ccc(/C=C2\C(=O)NC(=O)N(CC3CCCO3)C2=O)s1 (stereo unspecified)	-8	-1	-2.3	4	-0.8	5.4	3	1.2	12	-4	100
COC(=O)C(O)(c1ccc(N(C)S(=O)(=O)c2ccccc2)cc1)C(F)(F)F (stereo unspecified)	4	0	-1.1	-1	-0.2	-0.6	7	1.4	6	14	96
COc1ccc(C(C)=O)cc1CC(C(=O)c1ccc(F)cc1)N(C)C (stereo unspecified)	4	23	0.3	4	3.5	5.1	6	2.8	-2	56	98
CCOc1ccccc1N1C(=O)NC(=O)C(CCc2ccncc2)(CCc2ccncc2)C1=O	-5	-1	-2.2	10	2.4	-0.1	-4	0.5	13	177	108
O=C1NC(=O)[C@]2(Cc3ccccc3N3CCN(c4ccccc4)CC32)C(=O)N1c1ccccc1 (stereo partly specified)	4	-4	-3.2	-8	1.8	0.0	-1	-4.0	16	16	96
Continuation.
SMILES	Tat transport	Arrestin-AP2 inh	OPRM1-OPRD1 ag	PKA-R1A act	phage Ecoli inh	AddAB inh	PfHsp90 set2	E coli growth	OPRM1-OPRD1 inv	SUMO Mot1 rescue	DSG3 Ab inh
N#CSCC(=O)N1c2ccccc2CCc2ccccc21	-11	-13	-0.6	-12	0.7	2.9	-7	-1.2	3	53	102
C[C@]12CCC3[C@@H](CC[C@@H]4C[C@H](O)CC[C@]34C)[C@@H]1CCC2=O (stereo partly specified)	8	12	0.4	3	4.0	1.4	0	3.8	-2	37	103
Cc1ccc(-c2nc3ccc(C)cn3c2CC(=O)N(C)C)cc1	23	-6	-2.1	-5	3.6	-1.1	1	0.1	12	27	105
CC1CCCN(C(=O)c2ccc(N3CC4CC(C3)c3cccc(=O)n3C4)c([N+](=O)[O-])c2)C1 (stereo unspecified)	0	-5	-1.9	-7	0.7	2.8	21	0.3	11	-6	99
O=C(c1ccccc1)c1cn(CC(=O)N2CCCc3ccccc32)c2ccccc12	-4	9	2.2	-6	3.4	0.0	-12	-3.6	-10	-12	98
C[C@@H]1NCCc2cc(O)c(O)cc21	10	1	-1.7	14	-0.1	1.1	-18	-1.6	9	-11	85
Cc1ccc(-n2c(O)c(/C=N/N3CCCCC3c3cccnc3)c(=O)[nH]c2=S)cc1 (stereo unspecified)	5	-12	2.5	6	4.9	4.0	-3	0.1	-18	4	108
CCOC(=O)c1c(-n2c(C)cc(C=C3C(=O)NC(=O)NC3=O)c2C)sc2c1CCCC2	-2	-7	1.3	-16	2.5	0.1	11	-2.9	-5	-11	97
Nc1ccc(Cl)cc1C(=O)c1ccccc1Cl	-12	-2	6.7	-5	4.2	1.8	-9	0.3	-32	-18	72
C=CCn1c(O)c(C(C)=NC(C)c2ccccc2)c(=O)[nH]c1=O (stereo unspecified)	12	-11	-2.2	9	3.7	4.0	7	-0.7	11	-7	.
O=C1CC23c4ccccc4N4C(=O)CC5OCC=C6CN1C2CC6C5C43 (stereo unspecified)	-5	14	-2.8	-1	0.6	.	30	.	12	.	89
COc1ccccc1CCNC1CCCC(C)C1 (stereo unspecified)	3	-5	-1.1	-8	5.9	1.9	6	2.2	6	4	.
Cc1ccc(C2N(c3ccccn3)C(=O)C3CCCN32)o1 (stereo unspecified)	-9	1	-0.2	-7	2.6	4.3	-7	-2.0	1	5	106
CCC(=NCCN1CCOCC1)c1c(O)n(C2CCCCC2)c(=O)[nH]c1=O	1	-20	-1.4	-1	0.5	-0.2	-12	1.2	8	2	113
O=C1NC(=O)N(Cc2ccccc2Cl)C(=O)/C1=C/c1cccs1	-3	-11	1.1	3	5.6	-0.5	3	0.2	-6	-8	105
O=C1NC(=O)N(c2ccccc2)C(=O)/C1=C\c1ccc([N+](=O)[O-])s1	.	44	.	.	1.9	1.7	.	1.1	.	10	103
NC1C2CN3CCN(C2)CC1(c1ccccc1)C3 (stereo unspecified)	-8	-3	-2.7	-8	0.8	1.4	40	1.3	14	39	92
CCCN1CCC[C@@H](c2cccc(O)c2)C1	3	20	-0.1	0	3.3	0.6	3	-0.7	1	-8	108
COC(C)(C)CCCC(C)C/C=C/C(C)=C/C(=O)OC(C)C (stereo unspecified)	-1	-10	-3.3	-13	2.6	0.2	10	1.6	18	117	96
COc1ccc(CCNCc2cccc(C(F)(F)F)c2)cc1OC	-22	1	-1.4	2	4.0	1.1	-22	-1.3	7	-4	105
CC1=CC(=C2C(=O)NC(=O)NC2=O)C=C(C(F)(F)F)N1Cc1ccccc1	5	14	0.3	-9	8.3	1.3	-3	-3.1	-2	7	102
COc1cc(/C=C2/C(=O)NC(=O)N(c3ccc(C)cc3)C2=O)cc(OC)c1OC	-13	18	1.7	5	2.7	-3.0	-25	-0.2	-9	8	108

2 compounds picked at random from those above, as already listed:
SMILES	Tat transport	Arrestin-AP2 inh	OPRM1-OPRD1 ag	PKA-R1A act	phage Ecoli inh	AddAB inh	PfHsp90 set2	E coli growth	OPRM1-OPRD1 inv	SUMO Mot1 rescue	DSG3 Ab inh
CCOC(=O)c1c(-n2c(C)cc(C=C3C(=O)NC(=O)NC3=O)c2C)sc2c1CCCC2	-2	-7	1.3	-16	2.5	0.1	11	-2.9	-5	-11	97
Nc1ccc(Cl)cc1C(=O)c1ccccc1Cl	-12	-2	6.7	-5	4.2	1.8	-9	0.3	-32	-18	72

In the list so far, these contain sulfur:
SMILES	Tat transport	Arrestin-AP2 inh	OPRM1-OPRD1 ag	PKA-R1A act	phage Ecoli inh	AddAB inh	PfHsp90 set2	E coli growth	OPRM1-OPRD1 inv	SUMO Mot1 rescue	DSG3 Ab inh
CC(=NNC(=S)N1CC2CCC(CC2)C1)c1nccs1	4	28	-7.0	1	1.7	.	121*	.	36	.	88
Cc1cc(C)nc(NS(=O)(=O)c2ccc(N=Cc3c(O)n(C)c(=O)n(C)c3=O)cc2)n1	3	-2	.	.	2.9	4.7	9	3.3	.	1	109
Cc1ccc(/C=C2\C(=O)NC(=O)N(CC3CCCO3)C2=O)s1 (stereo unspecified)	-8	-1	-2.3	4	-0.8	5.4	3	1.2	12	-4	100
COC(=O)C(O)(c1ccc(N(C)S(=O)(=O)c2ccccc2)cc1)C(F)(F)F (stereo unspecified)	4	0	-1.1	-1	-0.2	-0.6	7	1.4	6	14	96
N#CSCC(=O)N1c2ccccc2CCc2ccccc21	-11	-13	-0.6	-12	0.7	2.9	-7	-1.2	3	53	102
Cc1ccc(-n2c(O)c(/C=N/N3CCCCC3c3cccnc3)c(=O)[nH]c2=S)cc1 (stereo unspecified)	5	-12	2.5	6	4.9	4.0	-3	0.1	-18	4	108
CCOC(=O)c1c(-n2c(C)cc(C=C3C(=O)NC(=O)NC3=O)c2C)sc2c1CCCC2	-2	-7	1.3	-16	2.5	0.1	11	-2.9	-5	-11	97
O=C1NC(=O)N(Cc2ccccc2Cl)C(=O)/C1=C/c1cccs1	-3	-11	1.1	3	5.6	-0.5	3	0.2	-6	-8	105
O=C1NC(=O)N(c2ccccc2)C(=O)/C1=C\c1ccc([N+](=O)[O-])s1	.	44	.	.	1.9	1.7	.	1.1	.	10	103
